RmlCD inh 1536: inhibitors of Mycobacterium tuberculosis RmlC and RmlD coupled enzymes; RmlC+RmlD coupled enzyme assay, percent inhibition; primary screen in compound mixtures; inhibition, % at 3.6 µM; 160,000 tested, 0.03% active; AID 1533; in the data active = inhibition mostly above about 34%, no sharp cut-off; note: some results filed as inactive read as strong as hits
Target sequence (P9WH09 whole entry, looked up): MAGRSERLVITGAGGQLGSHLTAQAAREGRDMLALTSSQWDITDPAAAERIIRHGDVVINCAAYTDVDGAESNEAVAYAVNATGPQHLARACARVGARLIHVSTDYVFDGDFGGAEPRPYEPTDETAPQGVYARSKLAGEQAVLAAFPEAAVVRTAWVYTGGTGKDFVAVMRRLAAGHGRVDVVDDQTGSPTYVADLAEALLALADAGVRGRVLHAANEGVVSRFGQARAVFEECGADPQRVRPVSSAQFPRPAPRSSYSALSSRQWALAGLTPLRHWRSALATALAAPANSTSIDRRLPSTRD
Target sequence (P9WH11 whole entry, looked up): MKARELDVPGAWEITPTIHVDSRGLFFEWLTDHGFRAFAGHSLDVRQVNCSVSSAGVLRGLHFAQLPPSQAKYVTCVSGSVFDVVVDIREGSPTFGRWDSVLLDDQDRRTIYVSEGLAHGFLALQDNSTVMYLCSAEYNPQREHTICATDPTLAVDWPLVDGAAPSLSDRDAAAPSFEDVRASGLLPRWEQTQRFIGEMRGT
M. tuberculosis GlmU: inhibition of mycobacterial GlmU enzyme – biochemical, glucosamine-1-phosphate acetyltransferase (AID 1376); M. tuberculosis GlmU acetyltransferase enzyme assay; higher % means a stronger effect; inhibition, %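 (tested at 30 µM in the primary screen)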; hits with a dose series show IC50 in µM; 220,000 tested, 0.25% active; in the data active = inhibition above about 13%;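 note: 0% = complete reaction with vehicle and 100% = reaction without substrate; strong numbers were not always called active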
* hit, by the source's call; x = no result given. These rows are one share of the data (hit frequency here may not be typical).

entry	structure	RmlCD inh 1536	M. tuberculosis GlmU
1	CCOC(=O)CNC(=O)CSc1nnc(Cn2c(=O)sc3ccccc32)n1-c1ccccc1C	15	6.1%
2	COc1cc2ccccc2nn1	6	4.9%
3	CCc1nnc(NC(=O)C2CCCN(c3nc(C)cc(C)n3)C2)s1 (stereo unspecified)	x	2.1%
4	CCOC(=O)c1cccc(NC(=O)CSc2nnc(-c3ccoc3C)n2CCOC)c1	x	-0.7%
5	O=C(O)c1cc(=O)c2cc(Cl)ccc2o1	3	-4.1%
6	COc1cccc(N2CC(C(=O)Nc3ccc(C(=O)OC(C)C)cc3)CC2=O)c1 (stereo unspecified)	3	6.1%
7	Cc1ccc(N2C(=O)C3C4CC(=O)C(c5ccccc54)C3C2=O)cc1 (stereo unspecified)	x	-2.0%
8	Cc1ccc(CCSc2ccc(F)cc2)cn1	x	4.2%
9	CN1CC(=O)NC1=NC(=O)c1cc(F)c(F)cc1Cl	x	-1.9%
10	Cc1ccc(N(C(C)C(=O)Nc2ccc(S(=O)(=O)N3CCOCC3)cc2)S(C)(=O)=O)cc1 (stereo unspecified)	-10	-2.9%
11	Cc1cc(C)cc(N(C(=O)C(F)(F)F)C(C(=O)NC2CCCCC2)c2cccs2)c1 (stereo unspecified)	9	1.8%
12	O=C(COc1ccccc1Cl)N1CCN(c2ccc([N+](=O)[O-])c(N3CCOCC3)c2)CC1	-7	-5.2%
13	CCNC(=O)CC1C(=O)N(c2ccc(F)cc2)C(=O)N1Cc1cccs1 (stereo unspecified)	6	1.9%
14	CC(=O)c1ccc(-c2ccc(C(=O)N3CCN(c4ccc(F)cc4)CC3)o2)cc1	5	-2.8%
15	COc1ccc(Cl)cc1NC(=O)c1ocnc1C	x	-2.2%
16	O=C(CSCc1c(F)cccc1Cl)Nc1ccccc1C(=O)N1CCOCC1	10	7.4%
17	O=C(CN1CCOCC1)Nc1ncc(Cc2ccccc2Cl)s1	8	4.0%
18	O=C(O)CC(CNS(=O)(=O)c1ccccc1)c1ccccc1 (stereo unspecified)	-7	2.1%
19	O=C(c1cc(C2CC2)on1)N1CCOCC1	7	-2.5%
20	O=c1c(Cc2ccc(F)cc2)c(O)ccn1CCCN1CCOCC1	-13	-1.1%
21	CN(C)CC(O)COc1cc2ccccc2cc1C(=O)N1CCCCC1 (stereo unspecified)	x	-3.6%
22	CS(=O)(=O)N1CCc2cc(C(=O)Nc3ccccc3)ccc21	-18	-1.8%
23	O=C(O)/C=C/C(=O)NC1CC1	6	7.8%
24	C#CCSc1ncc(S(=O)(=O)c2ccccc2)c(=O)[nH]1	-8	9.2%
25	O=C(CSc1nncs1)N1c2ccccc2Sc2ccccc21	2	5.9%
26	CCOc1ccc(NC(=S)NCC(c2cccnc2)N2CCOCC2)cc1 (stereo unspecified)	5	6.0%
27	O=c1c(CO)cc(CO)cc(CO)c1O	-8	-0.2%
28	CCOC(=O)N1CCN(CC(O)COC2CC(C)CCC2C(C)C)CC1 (stereo unspecified)	x	1.0%
29	O=C(c1ccco1)N1CCN(C(=O)c2ccc(COc3ccc(F)cc3)o2)CC1	x	-2.2%
30	COc1ccc(C(=O)C2CCCN(C(=O)c3cc(C)nc(C)n3)C2)cc1OC (stereo unspecified)	8	6.6%
31	COc1ccc(-c2nnc3sc(-c4ccccn4)nn23)cc1	x	-3.4%
32	O=C1N/C(=N\c2ccccn2)SC1Cc1ccccc1Cl (stereo unspecified)	3	2.5%
33	O=C(NC(NC(=S)Nc1c(Cl)cccc1Cl)C(Cl)(Cl)Cl)c1cccc([N+](=O)[O-])c1 (stereo unspecified)	-2	2.1%
34	O=C(CC(Cc1ccccc1)c1ccco1)NCc1ccco1 (stereo unspecified)	0	-1.4%
35	CCC(=O)Nc1ccccc1C(=O)N1CCN(Cc2ccccc2)CC1	x	2.9%
36	Cn1c(=O)c2c(nc(CN3CCN(c4ccccc4F)CC3)n2CCCc2ccccc2)n(C)c1=O	x	0.8%
37	COc1ccc2nc(C)cc(SCC(=O)N/N=C/c3ccc(O)c(O)c3)c2c1	-5	3.9%
38	COC(=O)c1cc2sc(Cl)cc2n1CC(=O)Nc1ccc(OC)c(OC)c1OC	71	-1.9%
39	CC1CC(C)(C)NCCNC(C)CC(C)(C)NCCN1 (stereo unspecified)	7	2.7%
40	O=C(CSc1nnc(-c2ccc(F)cc2)c2ccccc12)Nc1ccccc1	8	-5.8%
41	Cc1ccc(N(CC(=O)NCC2CCCO2)S(C)(=O)=O)cc1Cl (stereo unspecified)	9	-2.2%
42	Cc1ccc(S(=O)(=O)N2CCCCC2)cc1NC(=O)CSc1ncn[nH]1	x	-8.4%
43	CCOc1ccccc1NC(=O)c1cccc(S(=O)(=O)N(Cc2ccccc2)c2ccccc2OC)c1	4	-5.2%
44	COc1cccc(Nc2ncccc2C(=O)O)c1	x	-1.4%
45	O=C(O)CNc1nc(-c2ccccc2)nc2ccccc12	0	2.8%
46	O=C(CCSc1ccccn1)c1ccccc1	4	3.0%
47	CCN(CC)CCN1C(=O)C(=O)/C(=C(/O)c2ccncc2)C1c1ccccc1 (stereo unspecified)	x	0.2%
48	O=C(Nc1sc2c(c1C(=O)NCC1CCCO1)CCCC2)c1cccs1 (stereo unspecified)	x	2.2%
49	Cc1nnc(NC(=O)c2csc3c2CCC(C)C3)s1 (stereo unspecified)	3	0.8%
50	O=C(Nc1ccccc1Cl)N(Cc1nc2ccccc2c(=O)[nH]1)Cc1cccs1	-12	2.4%

(next part)
entry	structure	RmlCD inh 1536	M. tuberculosis GlmU
51	Clc1ccccc1CSc1nncn1NC/C=C/c1ccccc1	-5	3.0%
52	CCOC(=O)C1=C(CSCc2ccccc2)NC(=O)NC1c1cc(C)ccc1C (stereo unspecified)	x	-2.4%
53	NC(=O)CSc1nnc(-c2ccc(S(=O)(=O)N3CCOCC3)cc2)n1CC1CCCO1 (stereo unspecified)	x	4.9%
54	Cc1occc1C(=O)NNC(=S)NCc1ccc(Cl)cc1	-4	0.3%
55	N#C/C(=C/c1ccc(OCc2ccc(C(=O)O)cc2)c(Br)c1)c1cccc(F)c1	-1	-1.8%
56	Cc1nnc(NC(=O)CCC(=O)N2CCC(C)CC2)s1	-7	0.0%
57	Cn1c(CCc2ccccc2)nnc1SCC(=O)N1CCCC1	6	-2.6%
58	COC(=O)c1ccccc1S(=O)(=O)N1Cc2cc([N+](=O)[O-])ccc2Oc2ccccc21	6	-0.1%
59	CCC(=O)Nc1cccc(C(=O)/C=C/c2cccs2)c1	-11	-4.8%
60	COc1ccc(N(C(=O)Cn2nnc(-c3ccc(Cl)cc3)n2)C(C(=O)NCC2CCCO2)c2ccncc2)cc1 (stereo unspecified)	4	3.2%
61	CCN1CCCC1CNC(=O)Cn1cnc2sc(C)c(S(=O)(=O)N3CCC(C)CC3)c2c1=O (stereo unspecified)	x	0.2%
62	Cn1c(=O)cc(SCC(=O)NCC2COc3ccccc3O2)c2ccccc21 (stereo unspecified)	9	0.8%
63	CC(O)c1cccc(NC(=O)CCC(=O)O)c1 (stereo unspecified)	x	-4.5%
64	c1ccc(CCN(Cc2ccccc2)C2CCN(C3CCCC3)CC2)cc1	x	-0.3%
65	CCOC(=O)CN(C(=O)COc1nc(C)cc(C)c1C#N)c1ccc(Cl)cc1	2	2.7%
66	COc1cc(CNCCc2ccccc2F)ccc1OCc1ccc(Cl)nc1	5	1.4%
67	CC(C)(C)c1ccc(C(=O)NC(=S)Nc2nc3c(s2)CCCC3)cc1	1	-3.4%
68	COc1cc(C(=O)Nc2ccc(S(=O)(=O)Nc3nccc(C)n3)cc2)c([N+](=O)[O-])cc1OC	71	-0.2%
69	Cc1cc(C(=O)NCc2ccc(C(=O)O)o2)c(C)o1	x	4.4%
70	COc1ccc(S(=O)(=O)Nc2ccc3oc4ncccc4c(=O)c3c2)cc1OC	-7	-2.2%
71	OCCNc1nc(Nc2ccccc2Oc2ccccc2)nc(N2CCCC2)n1	x	0.0%
72	COc1ccc(CN(CC(=O)NCc2ccco2)C(=O)CCC(=O)Nc2nccs2)cc1	6	-4.3%
73	CCn1c(SCC(=O)NNC(=S)Nc2ccccc2)nnc1-c1ccc(Cl)cc1	-6	-4.9%
74	O=S(=O)(Nc1cccc(-c2cn3c(n2)SCC3)c1)c1cccs1	x	-1.1%
75	O=S(=O)(c1ccccc1Br)N1CCC(O)(c2cccnc2)CC1	10	-5.8%

Entries of single compounds from above. Order of screens: RmlCD inh 1536	M. tuberculosis GlmU
CCN1CCCC1CNC(=O)Cn1cnc2sc(C)c(S(=O)(=O)N3CCC(C)CC3)c2c1=O (stereo unspecified) in the list: x	0.2%
c1ccc(CCN(Cc2ccccc2)C2CCN(C3CCCC3)CC2)cc1 in the list: x	-0.3%
Cc1cc(C(=O)NCc2ccc(C(=O)O)o2)c(C)o1 in the list: x	4.4%
Clc1ccccc1CSc1nncn1NC/C=C/c1ccccc1 in the list: -5	3.0%
CC(O)c1cccc(NC(=O)CCC(=O)O)c1 (stereo unspecified) in the list: x	-4.5%

Next section:
entry	structure	RmlCD inh 1536	M. tuberculosis GlmU
76	Cc1noc(C)c1CSc1nc2ccccc2c(=O)n1-c1ccc(F)cc1F	8	6.7%
77	CCc1onc(C)c1C(=O)Nc1cc(C)ccc1OC	-7	-0.2%
78	CC(C(=O)NCC1(c2ccccc2)CCOCC1)N1CCOCC1 (stereo unspecified)	1	6.7%
79	COc1ccccc1-c1cc(C(F)(F)F)nc(S(=O)(=O)CCCC(=O)NC(C)C)n1	x	3.1%
80	O=c1[nH]c(=S)n(CCC2=CCCCC2)c(O)c1C=NCc1cccnc1	x	-1.4%
81	Cc1ccc(Nc2cnn(C34CC5CC(CC(CC(=O)O)(C5)C3)C4)c(=O)c2Cl)cc1C	-4	0.1%
82	Cc1cccc(N=C2NC(=O)/C(=C/C=C/c3ccco3)S2)c1	-11	13%*
83	CC(=O)N(C)c1ccc(NS(=O)(=O)c2cc(Cl)ccc2Cl)cc1	-8	2.1%
84	CCn1c(COc2cccc(C)c2)nnc1SCC(=O)Nc1cccc(C(=O)OC)c1	x	-0.1%
85	CCCOC(=O)c1c(NC(=O)CCCn2nc([N+](=O)[O-])c(Cl)c2C)sc(C(=O)OC)c1C	x	9.0%
86	COc1ccc(CC2C(=O)NC(=O)N(c3ccccc3)C2=O)c(OC)c1 (stereo unspecified)	17	-8.0%
87	CCC(=O)Nc1ccc(C(=O)CSc2nc3ccccc3[nH]2)cc1	x	7.6%
88	CSc1nc2c(c(=O)n1-c1ccc(C)cc1)SCC2	-2	-1.4%
89	Cc1cccc2cc(CN(Cc3nnnn3Cc3ccccc3)C3CCCC3)c(=O)[nH]c12	10	-0.5%
90	C=CCSc1nc2c(cc1C#N)CCC2	2	-7.3%
91	COc1ccc(C2CC23N=C(c2ccccc2)OC3=O)cc1 (stereo unspecified)	-7	-8.6%
92	Nc1c2c(nc3ccccc13)N(c1ccccc1)CC2	11	-5.0%
93	Cn1cc(Cl)c(C(=O)OCC(=O)Nc2ccccc2)n1	x	5.2%
94	Cc1c(O)ccc2c(CN3CCN(C/C=C/c4ccccc4)CC3)cc(=O)oc12	-7	2.3%
95	O=C(Nc1ccc(Br)cc1)c1ccc(F)c(S(=O)(=O)N2CCN(c3ccccn3)CC2)c1	9	-7.2%
96	CCCn1c(N)c(N2CCCCC2)c(=O)n(CC(=O)Nc2ccccc2)c1=O	-6	0.1%
97	CCc1cccc(CC)c1NC(=O)CSc1nc2ccc(N3C(=O)C4C(C3=O)[C@H]3C=C[C@@H]4C3)cc2s1 (stereo partly specified)	22	0.5%
98	CC(=O)Nc1ccc(S(=O)(=O)NNC2=NS(=O)(=O)c3ccccc32)cc1	2	-0.4%
99	CC(C)=CCc1c(O)c(CC=C(C)C)c2c(c1O)-c1cc(O)c(O)cc1CC2	x	9.6%
100	C=CCn1cnc2c(nnn2-c2cc(C)cc(C)c2)c1=O	8	2.8%

Gathered by group: the entries above with a cyano group (3)
entry	structure	RmlCD inh 1536	M. tuberculosis GlmU
55	N#C/C(=C/c1ccc(OCc2ccc(C(=O)O)cc2)c(Br)c1)c1cccc(F)c1	-1	-1.8%
65	CCOC(=O)CN(C(=O)COc1nc(C)cc(C)c1C#N)c1ccc(Cl)cc1	2	2.7%
90	C=CCSc1nc2c(cc1C#N)CCC2	2	-7.3%

The results go on.
entry	structure	RmlCD inh 1536	M. tuberculosis GlmU
101	Cc1c(C(=O)C(=O)N2c3ccccc3CC2C)c2ccccc2n1C (stereo unspecified)	x	-0.5%
102	Cc1ccc(NC(=O)CCS(=O)(=O)c2ccccc2)cc1S(=O)(=O)N1CCOCC1	-34	-2.8%
103	Cc1cc(NC(C)C)n2c(nc3ccccc32)c1C#N	9	4.2%
104	Cc1cc(C)n2c(SCc3nnc(-c4cccs4)o3)nnc2n1	1	-2.2%
105	Cc1[nH]c2ccccc2c1CCNC(=O)c1ccc2c(c1[N+](=O)[O-])C(=O)c1ccccc1C2=O	3	x
106	N#CC1=C(N)Oc2ccc3ccccc3c2C1c1cccnc1 (stereo unspecified)	-15	-5.6%
107	Nc1ccnn1Cc1cccs1	-5	-3.1%
108	Nc1nc(N)c2[nH]cnc2n1	x	-0.2%
109	CSCCC(CO)NC(=O)OCc1ccccc1 (stereo unspecified)	x	-0.4%
110	Cc1ccc[n+](Cc2ccc([N+](=O)[O-])cc2)c1	x	1.5%
111	O=C(Nc1ccc(NC(=O)c2cc([N+](=O)[O-])ccc2N2CCOCC2)cc1)c1cccs1	6	1.4%
112	COc1nc(NC23CC4CC(CC(C4)C2)C3)nc(OC)n1	x	-1.1%
113	O=C(NC(=O)c1ccc(C(F)(F)F)cc1)Nc1ccc(-c2cnco2)cc1	-1	-1.9%
114	CCOCC(=O)NC1CCSC1=O (stereo unspecified)	x	2.2%
115	CCOc1ccc(CSC(=N)N)cc1[N+](=O)[O-]	9	x
